# HIF act = HIF pathway transcriptional activators, primary screen, cell-based, U2OS HRE-luciferase, luminescence | AID 1910, 2009 | 300,000 compounds, 0.32% hits | activation, % at 7.5 µM (by protocol) | U2OS HRE-luciferase reporter; normalized: DMSO 0%, desferrioxamine 100%;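 active = mean activation of at least 10% of the iron chelator positive control signal, with at least half of replicates also reaching 10%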
# Platelet DG rel = inhibitors of platelet dense granule secretion, primary screen, cell-based, MLPCN, human platelets | human platelet-rich plasma, SFLLRN dense granule ATP release, luminescence | inhibition, %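 (compounds screened at 7.5 µM in platelet-rich plasma)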 | 300,000 compounds, 0.22% hits | AID 1663, 2009;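 active = mean replicate score, as percent of positive control, at or above 50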
# SKKanGAS inh = S. pyogenes SKKanGAS growth inhibitors in kanamycin, primary screen, streptokinase expression inhibitor project, SKKanGAS strain, BacTiter-Glo luminescence; 6 h; 300,000 compounds, 1.3% hits; inhibition, % at 7.5 µM; AID 1662, 2009;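 active = mean replicate score, as percent of positive control median, at least 50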;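 note: strain carries kanamycin resistance gene driven by streptokinase promoter and grows in 40 µg/ml kanamycin; loss of luminescence reflects streptokinase promoter inhibition or plain growth inhibition; 0% = median of DMSO wells and 100% = positive control at its reference dose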
# RGS4 act = RGS4 potentiators or activators, primary screen, cell-based, HEK293 M3R inducible RGS4, calcium flux | 310,000 compounds, 0.92% hits | AID 463111, 2010 | B-score at 10 µM | carbachol calcium flux Fluo4; stronger effect = lower value;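 active = B-score of the integrated calcium signal more than 4 SD below the library mean, with starting fluorescence not abnormally high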;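 note: negative B-score means reduced calcium response which marks RGS4 activation or potentiation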
#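 Material: M3R-expressing HEK293 line, RGS4 induced by doxycycline | Schedule: Overnight RGS4 induction, 30 min dye load 37 °C, 20 min compound RT | Measured by: Fluo4 fluorescence kinetic imaging of calcium | Read-out: Integrated calcium ratio converted to B score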
# MrgX1 allo act = positive allosteric modulators of MrgX1, primary screen, HEK293 cells, Fluo-4 calcium flux | Mas-related G-protein coupled receptor member X1 (Homo sapiens), Q96LB2 | FDSS; stronger effect = higher value | B-score at 10 µM | 310,000 compounds, 0.63% hits;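 active = plate-corrected calcium response at least 3 library SD above typical, normal starting fluorescence, not activating the receptor alone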;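 note: compound read alongside a low EC10 to EC30 dose of BAM8-22 agonist; peak minus trough fluorescence over baseline measured at the second addition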
# Target sequence (Q96LB2 whole entry, looked up): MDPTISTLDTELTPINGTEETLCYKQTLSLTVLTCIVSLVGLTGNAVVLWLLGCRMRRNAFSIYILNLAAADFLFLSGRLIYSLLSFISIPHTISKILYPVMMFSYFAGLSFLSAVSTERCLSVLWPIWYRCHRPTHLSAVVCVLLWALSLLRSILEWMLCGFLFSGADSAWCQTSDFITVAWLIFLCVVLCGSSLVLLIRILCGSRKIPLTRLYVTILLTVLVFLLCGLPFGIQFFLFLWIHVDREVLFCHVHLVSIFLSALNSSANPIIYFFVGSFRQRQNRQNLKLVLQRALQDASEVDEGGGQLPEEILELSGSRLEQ
# TRPC6 act = mouse TRPC6 channel activators, primary screen, cell-based, HEK293, membrane potential dye; B-score at 10 µM; HEK293-TRPC6 membrane potential dye fluorescence; stronger effect = higher value; Short transient receptor potential channel 6 (Mus musculus), Q61143; 310,000 compounds, 0.13% hits;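 active = B-score of the integrated fluorescence ratio above library mean plus 3 SD, and starting fluorescence ratio within library mean plus 5 SD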;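 note: higher score means more depolarization so channel activation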
# MrgX1 ag = agonists of human MrgX1 receptor, primary screen, HEK293 cells, Fluo-4 calcium flux. Mas-related G-protein coupled receptor member X1 (Homo sapiens), Q96LB2. Fluo-4 calcium fluorescence, agonist mode; stronger effect = higher value. B-score at 10 µM. 310,000 compounds, 0.44% hits. AID 588627, 2011;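 active = calcium response B-score plate-corrected fluorescence ratio at least 3 library SD, with starting fluorescence B-score inside 5 SD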
#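 Material: HEK293 cells stably expressing human MrgX1 receptor | Quantity: 15,000 cells per well | Times: Cells plated overnight, dye loaded 0.5 h 37 °C, 0.5 h room temperature | Measured by: Kinetic Fluo-4 NW fluorescence of intracellular calcium | Control set: Positive and negative controls per plate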
# TRPC4 block = inhibitors of mouse TRPC4 channel, primary screen, Fluo4 calcium, HEK293 TRPC4beta/mu-opioid cells; Short transient receptor potential channel 4 (Mus musculus), Q9QUQ5; DAMGO-evoked Fluo4 calcium flux; stronger effect = lower value; B-score at 10 µM; 300,000 compounds, 0.39% hits;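 active = B-score over 3 SD under the library average, no early fluorescence shift, positive overall ratio signal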
#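 Material: HEK293 cells with stable TRPC4beta plus mu-opioid receptor expression / Probe or stimulus: DAMGO in two steps, submaximal then maximal / Compound: single concentration per test compound / Technique: kinetic Fluo4 fluorescence imaging of calcium influx / Read-out: per-well B score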
# MrgX1 antag = antagonists of human MrgX1 receptor, primary screen, HEK293 cells, Fluo-4 calcium flux. BAM8-22 antagonism; stronger effect = lower value. B-score at 10 µM. 310,000 compounds, 1.3% hits. AID 588676, 2011;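 active = calcium-response B-score plate-corrected more than 3 library SD below zero, starting fluorescence within 5 deviations, no agonist response on first addition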;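 note: peak minus trough fluorescence over baseline after final BAM8-22 challenge near maximal dose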
# RGS4 block = RGS4 inhibitors, primary screen, cell-based, HEK293 M3R inducible RGS4, calcium flux; 310,000 compounds, 0.45% hits; B-score at 10 µM; AID 463165, 2010; Regulator of G-protein signaling 4 (Homo sapiens), P49798; Fluo-4 calcium flux; stronger effect = higher value; triggered by carbachol at its EC20;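 active = B-score, a plate-corrected calcium signal, over three deviations above library mean, with baseline fluorescence within five deviations of library mean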;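 note: RGS4 expression induced by doxycycline in cells with stable M3 receptor; B-score is computed from the integrated fluorescence ratio over baseline after carbachol; higher B-score means a larger calcium signal and so more RGS4 inhibition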
# Target sequence (P49798 whole entry, looked up): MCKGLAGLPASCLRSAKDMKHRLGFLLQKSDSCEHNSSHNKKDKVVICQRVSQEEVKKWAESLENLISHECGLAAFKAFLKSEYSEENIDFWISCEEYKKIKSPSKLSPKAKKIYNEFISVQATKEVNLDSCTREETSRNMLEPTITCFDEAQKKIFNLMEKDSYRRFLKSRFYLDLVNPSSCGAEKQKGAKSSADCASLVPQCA
# TRPC6 inh = mouse TRPC6 channel inhibitors, primary screen, cell-based, HEK293, membrane potential dye | Short transient receptor potential channel 6 (Mus musculus), Q61143 | ACh-evoked depolarization; stronger effect = lower value | B-score at 10 µM | 310,000 compounds, 1.1% hits | AID 2553, 2010;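 active = B-score under library mean minus 3 SD, initial fluorescence not abnormally high, positive integrated signal ratio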;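 note: B-score derived from integrated fluorescence ratio over the kinetic read; more negative B-score means stronger inhibition of depolarization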
# * marks the source's active call; other numbers are inactive results; i = inactive; . = not tested or not shown. Not a hit list. Share with any hit: about 6.1%.
# Start of the listing, in advance (3 entries):
SMILES,HIF act,Platelet DG rel,SKKanGAS inh,RGS4 act,MrgX1 allo act,TRPC6 act,MrgX1 ag,TRPC4 block,MrgX1 antag,RGS4 block,TRPC6 inh
COCCn1c(=O)[nH]c2cc(C(=O)Nc3cccc(C(C)=O)c3)ccc2c1=O,-0.2,-7,2,i,i,i,i,i,i,i,i
CC(=O)N1N=C(c2ccc(Cl)cc2)OC1c1ccc(C(C)C)cc1 (stereo not drawn),3.1,7,14,-7.9*,i,i,i,i,i,i,i
O=C(O)c1cccc(Nc2c3ccccc3nc3ccccc23)c1,-35,-3,0,i,i,i,i,i,i,i,i

# The whole of this part, repeating the preview:
SMILES,HIF act,Platelet DG rel,SKKanGAS inh,RGS4 act,MrgX1 allo act,TRPC6 act,MrgX1 ag,TRPC4 block,MrgX1 antag,RGS4 block,TRPC6 inh
COCCn1c(=O)[nH]c2cc(C(=O)Nc3cccc(C(C)=O)c3)ccc2c1=O,-0.2,-7,2,i,i,i,i,i,i,i,i
CC(=O)N1N=C(c2ccc(Cl)cc2)OC1c1ccc(C(C)C)cc1 (stereo not drawn),3.1,7,14,-7.9*,i,i,i,i,i,i,i
O=C(O)c1cccc(Nc2c3ccccc3nc3ccccc23)c1,-35,-3,0,i,i,i,i,i,i,i,i
O=C(CCS(=O)(=O)c1ccc(Br)cc1)NCc1ccco1,0.0,-1,9,i,i,i,i,i,i,i,i
COC(=O)c1cccc(C23CC4(C2)[C@H](CN(Cc2ccc(-c5ccccc5)cc2)[C@@H]4c2ccccc2)C3c2ccccc2)c1 (stereo partly drawn),0.0,-2,6,i,i,i,i,i,i,i,i
COc1ccc(C(=O)N2CCCC(N3CCN(c4ccccc4F)CC3)C2)c(OC)n1 (stereo not drawn),0.4,-2,7,i,i,i,i,i,i,i,i
CCOC(=O)NN1C(=O)c2ccccc2NC1c1cccs1 (stereo not drawn),-0.2,0,-1,i,i,i,i,i,i,i,i
Cc1cc(-n2cnnn2)cc(C)c1S(=O)(=O)NCCOc1ccccc1,0.1,2,-26,i,i,i,i,i,i,i,i
CCCCCn1nc(C)c(/C=N\NC(=O)c2cc(C)oc2C)c1C,0.4,-6,-15,i,i,i,i,i,i,i,i
O=C(Nc1nc2c(s1)CCc1ccccc1-2)c1ccco1,1.1,-1,6,i,i,i,i,i,i,i,i
CC(C)[C@H](NC(=O)N1CCn2c1nc1ccccc12)C(=O)N1CCCCC1,0.1,0,0,i,i,i,i,i,i,i,i
O=[N+]([O-])c1ccc(Nc2ccccc2)nc1,0.5,17,-3,i,i,i,i,i,i,i,i
CCOC(=O)C1(Cc2ccccc2C(F)(F)F)CCN(C2CCCC2)CC1,.,-3,-10,i,i,i,i,i,i,i,i
COc1ccc(NS(=O)(=O)c2cc(OC)ccc2OC)cc1,-0.3,10,2,i,i,i,i,i,i,i,i
COc1ccc(-n2c(=S)[nH]c3cc(C(=O)NCCCN4CCOCC4)ccc3c2=O)cc1OC,1.3,1,1,i,i,i,i,i,i,i,i
CCN(CC(=O)Nc1c(F)cccc1F)C(=O)c1ccc(Cl)c(S(=O)(=O)N2CCCC2)c1,-0.3,-13,-8,i,i,i,i,i,i,i,i
CCCNC(=O)c1ccc2c(=O)c(O)c(C)[nH]c2c1,0.6,3,-2,i,i,i,i,i,i,i,i
COc1c(C)cc(C(=O)C2CCCN(C(=O)c3cc(C)n(C)n3)C2)cc1C (stereo not drawn),-0.3,-3,-2,i,i,i,i,i,i,i,i
COc1ccc(C2C(C#N)=C(N)OC(C(C)(C)C)=C2C#N)cc1OC (stereo not drawn),-0.7,0,1,i,i,i,i,i,i,i,i
CCOc1ccc(NC(=O)N2CCC(c3ccc(C)cc3)C2)cc1 (stereo not drawn),1.0,3,-6,i,i,i,i,i,i,i,i
COc1cc(-c2nnc(NC(=O)C3=COCCO3)o2)cc(OC)c1OC,-0.7,-4,2,i,i,i,i,i,i,i,i
Cc1cc(Cl)ccc1Nc1ncccc1C(N)=O,1.4,2,3,i,i,i,i,i,i,5.3*,i
CC(Sc1nnnn1-c1ccc(O)cc1)C(=O)NC1CCCCC1C (stereo not drawn),-0.2,1,-1,i,i,i,i,i,i,i,i
Nc1cccnc1S(=O)(=O)c1ccccc1,2.9,-4,-8,i,i,i,i,i,i,i,i
COc1ccc(OC)c(C(=O)NC(CC(N)=O)c2ccc(NCCN3CCCC3)c([N+](=O)[O-])c2)c1 (stereo not drawn),-0.5,-1,-1,i,i,i,i,i,i,i,i
CN(Cc1ccccc1)C(=S)Nc1ccc2nc3n(c(=O)c2c1)CCCCC3,1.6,1,-3,i,i,i,i,i,i,i,i
COc1cccc(NC(=O)CN(C)S(=O)(=O)c2ccc3[nH]c(=O)oc3c2)c1,0.5,-5,-6,i,i,i,i,i,i,i,i
COc1ccc(-n2c(SCC(=O)N3CCOCC3)nc(O)c(Cc3ccccc3)c2=O)cc1,-0.4,2,4,i,i,i,i,i,i,i,i
Cc1ccc(O)c(C(=O)CC(=O)c2ccccc2Cl)c1,1.4,0,81*,i,i,i,i,i,i,i,i
CCOC(=O)C1=C(C)N=c2s/c(=C\C(=O)OC)c(=O)n2C1c1ccc(OC)cc1 (stereo not drawn),-0.2,-7,0,i,i,i,i,i,i,i,i
CCOC(=O)Cc1nc2ccccc2n(CC#N)c1=O,-0.9,-41,9,i,i,i,i,i,i,i,i
COc1ccc(-c2ccc3oc(-c4ccc(OC)cc4)c(-c4cc(OC)c(OC)c(OC)c4)c3c2)cc1,-0.6,-2,4,i,i,i,i,i,i,i,i
C(=N\N1CCN(C2c3ccccc3-c3ccccc32)CC1)/c1cccs1,-0.1,-39,-10,i,i,i,i,i,i,i,i
O=S1(=O)Cc2cc3ccccc3cc2C1,-0.2,-1,2,i,i,i,i,i,i,i,i
COc1ccc(/C=N/NC(=O)c2cc3c(OC)ccc(OC)c3[nH]2)cc1O,0.3,9,-1,i,i,i,i,i,i,i,i
CCOC(=O)/C(=C\C=C1/Sc2cc(OCC)c(OCC)cc2N1CC)C(C)=O,0.0,0,2,i,i,i,i,i,i,i,i
COc1ccccc1CNC(=O)C1CCCN(S(=O)(=O)c2cccc3nsnc23)C1 (stereo not drawn),0.3,5,1,i,i,i,i,i,i,i,i
COc1ccc(C)cc1NC(=O)CSc1nnc(CC(=O)Nc2cccc(C(F)(F)F)c2)n1C,0.1,4,-2,i,i,i,i,i,i,i,i
Cc1nn(C)c(C(=O)N/N=C/c2ccc(Br)cc2)c1Cl,0.0,5,-6,i,i,i,i,i,i,i,i
COc1ccc(C(C(=O)NC2CCCCC2)N(C(=O)c2ccccn2)c2cccnc2)cc1 (stereo not drawn),-0.4,0,2,i,i,i,i,i,i,i,i
O=C(O)Cn1nc2ccccc2n1,-0.5,2,6,i,i,i,i,i,i,i,i
CN(C)S(=O)(=O)c1cccc(NC(=O)c2ccc3nccnc3c2)c1,0.2,-3,-2,i,i,i,i,i,i,i,i
O=C(NCCCCCCNC(=O)OC1CCS(=O)(=O)C1)OC1CCS(=O)(=O)C1 (stereo not drawn),-1.0,.,9,i,i,i,i,i,i,i,i
CCc1ccc(OCC(=O)N2CC(C(N)=O)Oc3ccccc32)cc1 (stereo not drawn),-33,-5,8,i,i,i,i,i,i,i,i
O=C(CCN1C(=O)/C(=C\c2ccccc2F)SC1=S)Nc1ccc(C(=O)O)c(O)c1,0.4,-3,8,i,i,i,i,i,i,i,i
Cc1nc(Nc2ccccc2)c2oc3ccc(Cl)cc3c2n1,0.6,9,14,i,i,i,i,i,i,i,i
CCOc1ccc(N2CC(C(=O)Nc3ccc(OC)c(S(=O)(=O)N4CCCCC4)c3)CC2=O)cc1 (stereo not drawn),-0.5,-2,2,i,i,i,i,i,i,i,i
COC(=O)CC1=C(C(=O)OC)[C@@H](c2ccccc2[N+](=O)[O-])C(C#N)=C(N)O1,-0.4,-2,14,i,i,i,i,i,i,i,i
CCCCN(C)C(=O)c1cc2cc3ccc(OC)cc3nc2o1,7.6,4,-6,i,i,i,i,i,i,i,i
CCCCn1c(SCC(=O)Nc2nnc(C)s2)nnc1-c1ccncc1,0.2,0,1,i,i,i,i,i,i,i,i
O=S(=O)(NC1CCCCC1NCc1ccco1)c1ccccc1 (stereo not drawn),-0.5,0,-4,i,i,i,i,i,i,i,i
Cc1ccc(NC(=O)CCC(=O)NNC(=O)c2ccco2)cc1C,-0.2,7,-1,i,i,i,i,i,i,i,i
Cc1ccc(C(CNS(=O)(=O)c2ccc(Cl)cc2)N2CCN(C)CC2)cc1 (stereo not drawn),-0.5,1,42,i,i,i,i,i,-5*,i,i
CCOc1cc(NC(=S)NCc2ccco2)c(OCC)cc1NC(=O)C1CC1,-0.4,4,-9,i,i,i,i,i,i,i,i
O=C(N=Nc1c(O)[nH]c2ccc([N+](=O)[O-])cc12)c1ccccc1Cl,0.7,-8,15,i,i,i,i,i,i,i,i
Cc1nn(C)c2ncc(C(N)=O)c(Oc3ccc(Cl)cc3)c12,-0.2,10,-3,i,i,i,i,i,i,i,i
COc1ccc2nc(C)cc(SCC(=O)N/N=C/c3cccc4ccccc34)c2c1,1.5,-20,-6,i,i,i,i,i,i,i,i
COc1ccc(-c2nnsc2N2C(=O)c3ccccc3C2=O)cc1,0.2,2,16,i,i,i,i,i,i,i,i

# Assay outcomes deposited in PubChem by several laboratories.
